NR2E3 ag-1: inhibitors of NR2E3-RetCOR corepressor binding, primary screen, NR2E3 agonist project, biochemical, TR-FRET, GST-NR2E3, biotin-RetCOR. inhibition of corepressor binding, % at 4.78 µM. AID 2300, 2010. 1536-well. hit rate 0.12% among 320,000. Photoreceptor-specific nuclear receptor (Homo sapiens), Q9Y5X4;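 active means percent inhibition above the cutoff of mean plus 3 SD of all tested compounds, set per screening campaign, cut at about 20% in these data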;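 further: 0% = DMSO wells and 100% = biotin wells as full block of FRET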
Target sequence (Q9Y5X4 whole entry, looked up): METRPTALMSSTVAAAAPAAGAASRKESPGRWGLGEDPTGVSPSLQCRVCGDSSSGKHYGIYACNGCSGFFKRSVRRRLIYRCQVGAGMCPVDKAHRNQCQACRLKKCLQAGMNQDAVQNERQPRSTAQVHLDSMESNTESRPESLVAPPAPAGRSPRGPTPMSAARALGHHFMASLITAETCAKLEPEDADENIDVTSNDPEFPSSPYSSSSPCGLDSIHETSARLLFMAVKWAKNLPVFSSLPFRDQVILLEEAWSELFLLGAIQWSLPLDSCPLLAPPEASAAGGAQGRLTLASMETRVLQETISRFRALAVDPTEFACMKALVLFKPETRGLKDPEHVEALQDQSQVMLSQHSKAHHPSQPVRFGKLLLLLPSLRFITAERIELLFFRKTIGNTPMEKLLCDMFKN
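System: GST-tagged NR2E3 plus biotinylated RetCOR corepressor; Amount: 1.35 nM GST-tagged NR2E3 final; Dosing: single nominal compound dose of 4.8 µM; Schedule: 5 h incubation at 4 °C; Technique: TR-FRET with europium anti-GST and streptavidin-D2, 340 nm excitation; Controls: biotin wells as high control, 0.6% DMSO wells as low control.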
Peg3 prom inh: Peg3 promoter-driven luciferase inhibitors, primary screen, cell-based, HeLa, luciferase luminescence; hit rate 1.7% among 360,000; inhibition, % at 20 µM; HeLa PEG-Prom luciferase reporter, overnight;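 active means inhibition of at least 50% at 20 µM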
HIF-2a block: HIF-2a reporter inhibitors, primary screen, luminescence, 786-0 RCC cells | inhibition, % at 18.8 µM | hit rate 0.72% among 360,000 | 786-0 RCC cells HIF-2a reporter, luciferase luminescence, overnight | AID 624352, 2012;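 active means inhibition of the luminescence signal of 40% or more relative to plate controls, in a single-dose primary screen at 18.75 µM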
CF NFkB inh: inhibitors of PAF-induced NF-kB signaling, primary screen, cell-based, GFP fluorescence, uHTS; AID 588850, 2011; KKLEB NF-kB-GFP reporter, GFP fluorescence overnight; hit rate 0.86% among 360,000; inhibition, % at 5 µM;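 active means at least 50% inhibition at 5 µM, scaled per plate between neutral and stimulator controls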;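 further: PAF is a Pseudomonas aeruginosa culture filtrate used as stimulus; plate controls were PAF-stimulated DMSO wells for no effect and unstimulated DMSO wells for full effect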
TWEAK-Fn14 inh: inhibitors of TWEAK-Fn14 signaling, primary screen, luciferase reporter cells, uHTS; TWEAK-stimulated Fn14 reporter cells, luciferase luminescence, 8 h; inhibition, % at 10 µM; hit rate 2% among 360,000; in the data active means inhibition above about 50%
TROY signal inh: inhibitors of TROY-driven NF-kB signaling, primary screen, Q293 LMP1-TROYcd cells, NF-kB luciferase, uHTS | Q293 LMP1-TROYcd NF-kB luciferase reporter, 4 h | inhibition, % at 10 µM | hit rate 0.98% among 360,000;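 active means compounds whose plate-normalised and pattern-corrected inhibition of the luciferase reporter signal at the single screening dose is 50% or more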
Shn3 inh set2: reduction of Shn3 3'UTR firefly luciferase signal, primary screen, Schnurri-3 inhibitor project, cell-based, Clone20 osteoblasts, set 2. Clone20 osteoblast Shn3 3'UTR firefly luciferase, 24 h. inhibition, % at 12.5 µM. hit rate 0.52% among 360,000;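 active means mean inhibition of at least 75% with every replicate also reaching 75%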;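 further: 0% = median of neutral control wells and 100% = pilot-screen positive control compound; some compounds past the cut are filed as inactive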
MITF TRPM1 inh: inhibitors of MITF-dependent TRPM1 promoter reporter, primary screen, cell-based, SK-MEL-5, single point, luciferase; SK-MEL-5 TRPM1 promoter luciferase, 24 h; inhibition, % at 12.5 µM; hit rate 0.83% among 330,000; AID 488899, 2010;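 active means mean inhibition across replicates of 60% or more, whatever share of single replicates reaches that level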; further: values of inactives mirror those of a sister screen read the other way
KKLEB tox: cytotoxicity in KKLEB CF airway cells, primary screen, cytotoxicity control for CF NF-kB inhibitor project, cell-based, uHTS, fluorescence assay plates. KKLEB CF airway cells viability, ATPlite luminescence, overnight; hits give low values; cells stimulated with P. aeruginosa culture filtrate. activity change (cytotoxicity), % at 5 µM. hit rate 0.36% among 360,000. AID 602141, 2011;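 active means corrected activity change at or below -50% at 5 µM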
TRAIL sens C8: viability loss with TRAIL in NB7+C8 cells, primary screen, TRAIL sensitizer project, cell-based, ATPlite luminescence | hit rate 1% among 360,000 | inhibition (viability loss, TRAIL sensitization), % at 10 µM;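 active means compounds causing at least 50% loss of cell viability in the single-dose screen, relative to plate controls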
NR2E3 ag-2: NR2E3 agonists in two-hybrid cells, primary screen, cell-based, luminescence, CHO-S, Gal4-NCOR/VP16-NR2E3; Photoreceptor-specific nuclear receptor (Homo sapiens), Q9Y5X4; AID 602229, 2012; inhibition of corepressor binding, % at 3.98 µM; hit rate 0.35% among 360,000; luciferase;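 active means inhibition above the mean of all tested compounds plus 3 SD, cut at about 70% in these data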;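 further: 0% = DMSO with NR2E3 transfected cells and 100% = cells lacking NR2E3 construct; higher means lower luciferase signal from less NR2E3 corepressor binding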
Numbers without * were called inactive; . = not tested or not shown. The list is partial; the hit share may differ from the screen's.

SMILES | NR2E3 ag-1 | Peg3 prom inh | HIF-2a block | CF NFkB inh | TWEAK-Fn14 inh | TROY signal inh | Shn3 inh set2 | MITF TRPM1 inh | KKLEB tox | TRAIL sens C8 | NR2E3 ag-2
Cc1cc(C)n(CC(O)COCc2ccco2)n1 (stereo not drawn) | 0 | -54 | -55 | -14 | -3 | 15 | 5 | -2 | 1 | 11 | 28
COc1ccccc1CNC(=O)C1CCCN(S(=O)(=O)c2cccs2)C1 (stereo not drawn) | 2 | 9 | 14 | 7 | 44 | 23 | 4 | 4 | -4 | 11 | -8
O=C1CCN(S(=O)(=O)c2ccc(Br)cc2)CCN1 | 0 | -8 | 4 | 13 | 2 | 6 | 6 | -8 | -3 | -1 | 1
CCOC(=O)C(=Cc1cn(C)c2ccc(S(=O)(=O)N(C)C)cc12)C(=O)OCC | -1 | 26 | 18 | 23 | 24 | 15 | -8 | 22 | 17 | 2 | 1
CCOC(=O)c1ccc(NC2c3ccccc3C(=O)N2c2ccccn2)cc1 (stereo not drawn) | 2 | 14 | 9 | -9 | -4 | -12 | 16 | -6 | -4 | 5 | -4
COc1cc(CNc2ncnc3c2ncn3[C@H]2CN(Cc3cccs3)C[C@@H](CO)O2)cc(OC)c1OC | . | 10 | 9 | -30 | -54 | -3 | -6 | . | 5 | -16 | 13
COc1ccc(C(C)=O)cc1COC(=O)c1ccc(OCc2c(C)noc2C)cc1 | 2 | 18 | 7 | 11 | -17 | 5 | 9 | 2 | -17 | 18 | -29
O=S(=O)(Nc1cccc2cccnc12)c1ccccc1 | 0 | 103* | 58* | 78* | 101* | 29 | 79 | 90* | -4 | 24 | 86*
CCCCCOC(=O)NCC(O)c1ccccc1 (stereo not drawn) | 2 | -149 | -131 | -3 | 26 | -43 | -44 | -79 | -14 | -7 | -95
COc1cccc(-c2coc3c(C)c4oc(=O)c(CCC(=O)O)c(C)c4cc23)c1 | -4 | 3 | 15 | -35 | -45 | 10 | -19 | -10 | 0 | -2 | 10
N#Cc1c(-c2ccccc2Cl)cc(-c2ccccc2)nc1Br | 5 | -3 | 24 | -2 | -6 | 10 | 7 | 17 | -18 | 31 | -1
O=C(NCC1CCCN1S(=O)(=O)c1cccs1)C(=O)Nc1ccc(F)cc1 (stereo not drawn) | -4 | -108 | -104 | -15 | -42 | -42 | 8 | -27 | 8 | 2 | -43
COc1cccc(CCc2nnc(CCC(=O)NCCc3cccc(C)n3)o2)c1 | 2 | -15 | -25 | 7 | -9 | -16 | -7 | -13 | -9 | -8 | -3
CN(C)C(C(=O)NC1CCCCC1)c1ccc(Cl)cc1 (stereo not drawn) | 5 | -7 | -4 | -6 | -34 | -15 | 7 | -2 | -4 | 1 | 9
Cc1cccc(C(=O)NCC(=O)N2CCN(S(=O)(=O)c3cc(C)ccc3C)CC2)c1 | 3 | 7 | -5 | 16 | -26 | 6 | -4 | 4 | -8 | -11 | 1
O=c1cnn(-c2ccccc2)c(-c2ccccc2)c1 | 2 | -93 | -145 | -1 | 10 | -42 | -23 | -22 | -13 | 3 | -7
C[C@H]1CN([C@@H](C)CO)C(=O)CCCn2nncc2CO[C@H]1CN(C)C(=O)c1cc(-c2ccccc2)on1 | . | 13 | 1 | 7 | 6 | 1 | -4 | . | -10 | -1 | -30
O=C(NCCC1=CCCCC1)C1CCN(C(=O)c2ccc(Br)cc2)CC1 | -1 | -1 | 8 | -9 | -9 | 21 | -9 | 12 | 3 | 4 | 7
CN(C)C(/C=C/Nc1cccc([N+](=O)[O-])c1)=C(C#N)C#N | 0 | -11 | -62 | -38 | -57 | -27 | -11 | 4 | 11 | -7 | -25
O=C(Nc1cc(S(=O)(=O)N2CCOCC2)ccc1OCC(F)(F)F)c1ccc(N2CCCC2=O)cc1 | -2 | 19 | 8 | 19 | -15 | 1 | 3 | 5 | -5 | 2 | 29
CN(C)C(=O)N1CCc2ccc([N+](=O)[O-])cc21 | . | -11 | 4 | -11 | 6 | -5 | -13 | . | -16 | -10 | -18
CC(/C=N/Nc1nc(C)cc(C)n1)=C\c1ccc(C(C)C)cc1 | -3 | -45 | -65 | -2 | -4 | -33 | -6 | -4 | 0 | 1 | -45
Cc1nn(CC(=O)NC2CCCCC2)c(C)c1[N+](=O)[O-] | . | -4 | 20 | 32 | -2 | -3 | 31 | . | -17 | -6 | 21
C[C@@H](C(=O)Nc1ccc2ccccc2c1)[C@@H]1C[C@@]1(C)[C@@H](NC(=O)c1cnccn1)c1ccccc1 | 1 | 1 | 11 | 13 | -6 | 12 | -16 | -2 | -25 | -4 | -8
O=C(Cc1ccccc1)Nc1c[nH]c(=O)[nH]c1=O | 1 | 0 | 22 | 6 | 12 | -7 | 11 | -1 | 3 | 3 | 4
Cc1cc(N/N=C/c2ccccc2O)c2ccccc2n1 | -1 | 11 | -89 | -134 | -29 | -12 | -24 | 8 | 2 | 21 | -23
O=S(=O)(NCC1CCCO1)c1ccc(S(=O)(=O)N(Cc2ccccn2)C2CC2)cc1 (stereo not drawn) | 3 | 0 | 6 | -5 | 5 | -8 | -6 | -2 | -13 | 10 | -23
O=C(NNC(=O)c1cccs1)c1ccccn1 | . | -50 | -58 | -11 | -12 | -29 | 1 | . | 0 | 9 | -12
CCOC(=O)N1CCN(C(=S)NC(=O)/C=C/c2ccc(C)cc2)CC1 | 1 | 3 | -18 | 7 | 9 | -24 | 4 | 10 | 5 | -6 | -11
CCc1nnc(NS(=O)(=O)c2ccc(N=Cc3c(C)[nH]n(-c4ccc(Cl)cc4)c3=O)cc2)s1 | 2 | -28 | 4 | 8 | 4 | 7 | -7 | -20 | 2 | 18 | 6
O=C(COC(=O)c1cc(Cl)ccc1[N+](=O)[O-])NCc1ccc(Cl)cc1Cl | -1 | -1 | 13 | -6 | -36 | -10 | -10 | -4 | 12 | -10 | -8
C[C@H](CO)N1C[C@H](C)[C@H](CN(C)CC2CC2)Oc2ccc(NC(=O)CCN3CCOCC3)cc2C1=O | . | -12 | 5 | 8 | 16 | -1 | -7 | -4 | 0 | 1 | -4
O=C(CN1C(=O)CSc2ccc(S(=O)(=O)N3CCOCC3)cc21)NCCCN1CCCCC1 | 1 | 14 | 7 | 12 | -13 | 10 | -13 | -5 | -7 | -1 | -22
CCOc1ccc(S(=O)(=O)NC2CC2)cc1 | 2 | 13 | 20 | -10 | 3 | 9 | 0 | 6 | 2 | -28 | -32
Cn1c(C(=O)O)c(CC(=O)NCc2cccnc2)c2ccccc21 | -2 | 9 | 10 | 2 | -3 | -1 | 3 | -2 | -3 | 7 | 3
C[C@H](CO)NC(=O)c1nc[nH]c1C(=O)N[C@@H](C)c1ccccc1 | . | -3 | 9 | -5 | 7 | -1 | 10 | . | 10 | 2 | 0

An excerpt from above in order of number of heavy atoms, low to high.
SMILES | NR2E3 ag-1 | Peg3 prom inh | HIF-2a block | CF NFkB inh | TWEAK-Fn14 inh | TROY signal inh | Shn3 inh set2 | MITF TRPM1 inh | KKLEB tox | TRAIL sens C8 | NR2E3 ag-2
CCOc1ccc(S(=O)(=O)NC2CC2)cc1 | 2 | 13 | 20 | -10 | 3 | 9 | 0 | 6 | 2 | -28 | -32
CCOC(=O)N1CCN(C(=S)NC(=O)/C=C/c2ccc(C)cc2)CC1 | 1 | 3 | -18 | 7 | 9 | -24 | 4 | 10 | 5 | -6 | -11
CCc1nnc(NS(=O)(=O)c2ccc(N=Cc3c(C)[nH]n(-c4ccc(Cl)cc4)c3=O)cc2)s1 | 2 | -28 | 4 | 8 | 4 | 7 | -7 | -20 | 2 | 18 | 6

Shown with tabs: part of the list above.
structure	NR2E3 ag-1	Peg3 prom inh	HIF-2a block	CF NFkB inh	TWEAK-Fn14 inh	TROY signal inh	Shn3 inh set2	MITF TRPM1 inh	KKLEB tox	TRAIL sens C8	NR2E3 ag-2
CCOc1ccc(S(=O)(=O)NC2CC2)cc1	2	13	20	-10	3	9	0	6	2	-28	-32
CCc1nnc(NS(=O)(=O)c2ccc(N=Cc3c(C)[nH]n(-c4ccc(Cl)cc4)c3=O)cc2)s1	2	-28	4	8	4	7	-7	-20	2	18	6
Cn1c(C(=O)O)c(CC(=O)NCc2cccnc2)c2ccccc21	-2	9	10	2	-3	-1	3	-2	-3	7	3

Further results:
SMILES | NR2E3 ag-1 | Peg3 prom inh | HIF-2a block | CF NFkB inh | TWEAK-Fn14 inh | TROY signal inh | Shn3 inh set2 | MITF TRPM1 inh | KKLEB tox | TRAIL sens C8 | NR2E3 ag-2
CS(=O)(=O)N1CCN(C(=O)c2ccc(Br)s2)CC1 | 2 | 4 | 5 | 11 | -1 | 11 | -6 | 15 | -2 | 12 | -9
CS(=O)c1ccccc1-c1nc(-c2cc(C(F)(F)F)cc(C(F)(F)F)c2)no1 (stereo not drawn) | -1 | 13 | 7 | 10 | 10 | 10 | 17 | 10 | -1 | 9 | -27
CN(C)c1ccc(/C=C2\N=C(c3ccc(Cl)c([N+](=O)[O-])c3)NC2=O)cc1 | 0 | 32 | 15 | -13 | -7 | -1 | -42 | 34 | 3 | 32 | 6
COc1ccc(N2CCN(C(=O)C3CC(=O)N(c4ccc(C)cc4)C3)CC2)cc1 (stereo not drawn) | 4 | 8 | 0 | -13 | 12 | -1 | -1 | 17 | -2 | -15 | -14
Cc1ccccc1NC(=O)c1c([N+](=O)[O-])cnn1C | 2 | 7 | 12 | -16 | 19 | -3 | -29 | 16 | 2 | 9 | -1
COc1cc2c(cc1OC)C(C)N(CCc1ccc(Cl)cc1)CC2 (stereo not drawn) | 0 | -1 | -13 | -1 | -20 | -4 | -2 | . | 4 | -1 | -14
